Screening results (PubChem BioAssay)
SMARCA2 activ – SMARCA2 function activation, primary screen; MG213 cells, MMTV-luciferase reporter, dexamethasone, overnight; 370,000 compounds, 1% hits; activation, % at 9.1 µM; in the data active = activation above about 7.8%;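 also: 0% = vehicle wells and 100% = reference activator wells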
DAX1 inh-1 – DAX1 (NR0B1) inhibition, primary screen. inhibition, % at 6.8 µM. AID 652010. 370,000 compounds, 1.1% hits. HEK293T StAR-luciferase reporter, SF-1/DAX-1 repression relief;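 active = inhibition above the mean over all tested compounds plus 3 SD, cut at about 3.6% in these data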;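 also: 0% = DAX-1 cells with DMSO and 100% = cells lacking DAX-1 with DMSO; higher inhibition means more luminescence from relief of DAX-1 repression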
Rev-erbA mod – Rev-erb alpha (human) modulation; P20393; Rev-erbα–FITC-DNA binding, fluorescence polarization, 90 min; activity, % at 10 µM; 370,000 compounds, 0.79% hits; AID 1259318;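 active = activity above about 14%, limit read from the data; passing the limit was not always enough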;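 also: 0% = DMSO wells with 35 nM protein and 100% = DMSO wells with 750 nM protein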
GAA850 FXN act – frataxin GAA850 promoter activation. HEK293 lucGAA850 FXN promoter luciferase reporter, 24 h; percent of 10 µM SAHA response. activation, % at 6 µM. 360,000 compounds, 0.56% hits;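 active = activation above the average of all compounds screened plus 3 SD, cutoff fixed separately per campaign, cut at about 7.5% in these data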;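 also: 0% = DMSO wells and 100% = 10 µM SAHA wells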
PLC-beta3 inh – blocks human PLC-beta3 enzyme activity; Purified PLC-beta3, fluorogenic substrate, fluorescence; inhibition, % at 12.2 µM; 370,000 compounds, 0.18% hits; in the data active = inhibition above about 11%;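 also: 0% = median of compound wells on plate and 100% = full blocker control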
ssDAF-12 act – activates DAF-12 receptor from parasite S. stercoralis | HEK293 ssDAF-12/GRIP1 lit1-tk-luc reporter, luminescence; % of 3 µM dafachronic acid response | activation, % at 6.8 µM | 370,000 compounds, 1% hits;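 active = activation above the mean over all tested compounds plus 3 SD, cut at about 0.9% in these data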;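 also: 0% = DMSO-only wells and 100% = 3 µM delta7-dafachronic acid wells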
sPLA2-III inh – Inhibits HGIII-sPLA2 liposome hydrolysis, primary screen | QFRET BODIPY PC-A2 liposome hydrolysis, fluorescence | AID 743126 | 370,000 compounds, 0.56% hits | Q9NZ20 | inhibition, % at 12.2 µM;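 active = inhibition above mean plus 3 SD of compounds lying within the high and low control bounds, cut at about 19% in these data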;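 also: 0% = median of test compound wells and 100% = no enzyme DMSO wells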
Target sequence (Q9NZ20 whole entry, looked up): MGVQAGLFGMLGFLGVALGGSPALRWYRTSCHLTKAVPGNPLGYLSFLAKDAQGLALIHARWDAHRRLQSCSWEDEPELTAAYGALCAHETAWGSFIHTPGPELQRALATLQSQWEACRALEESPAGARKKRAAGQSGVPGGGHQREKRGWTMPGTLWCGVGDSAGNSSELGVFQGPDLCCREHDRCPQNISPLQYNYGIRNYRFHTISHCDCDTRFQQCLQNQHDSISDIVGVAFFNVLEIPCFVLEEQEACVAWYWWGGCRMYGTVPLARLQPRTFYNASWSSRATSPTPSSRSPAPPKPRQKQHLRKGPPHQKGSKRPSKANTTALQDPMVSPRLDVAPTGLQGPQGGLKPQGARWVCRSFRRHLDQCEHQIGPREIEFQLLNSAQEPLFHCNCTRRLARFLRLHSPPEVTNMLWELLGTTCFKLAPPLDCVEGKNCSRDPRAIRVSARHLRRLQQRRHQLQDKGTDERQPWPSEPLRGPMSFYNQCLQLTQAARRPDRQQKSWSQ
PG9 binder – small molecules binding HIV-1 gp120 antibody PG9. TR-FRET gp120-PG9 antibody binding. inhibition, % at 6.7 µM. 360,000 compounds, 0.43% hits; in the data active = inhibition above about 8.5%
hgDAF-12 ag – activates the H. glycines DAF-12 receptor ligand-binding domain. HEK293 GAL4-hgDAF12 UAS-luciferase reporter, agonist luminescence; normalized to butyrate control. activation, % at 6.8 µM. 370,000 compounds, 1.8% hits. AID 687014;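 active = activation above a cutoff set at the mean of all screened compounds plus 3 SD, cut at about 10% in these data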;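 also: 0% = DMSO wells and 100% = sodium butyrate wells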
DAX1 inh-2 – inhibits human nuclear receptor DAX1. inhibition, % at 6.75 µM. HEK293 Gal4-DAX1 luciferase reporter, luminescence. P51843. AID 504766. 340,000 compounds, 0.99% hits;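 active = inhibition above the mean over all tested compounds plus 3 SD, cut at about 4.2% in these data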;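 also: 0% = DAX1-transfected cells with DMSO and 100% = empty-vector control cells with DMSO; inhibition shows as a rise in luminescence from relieved DAX1 repression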
Target sequence (P51843 207-470 limits assumed): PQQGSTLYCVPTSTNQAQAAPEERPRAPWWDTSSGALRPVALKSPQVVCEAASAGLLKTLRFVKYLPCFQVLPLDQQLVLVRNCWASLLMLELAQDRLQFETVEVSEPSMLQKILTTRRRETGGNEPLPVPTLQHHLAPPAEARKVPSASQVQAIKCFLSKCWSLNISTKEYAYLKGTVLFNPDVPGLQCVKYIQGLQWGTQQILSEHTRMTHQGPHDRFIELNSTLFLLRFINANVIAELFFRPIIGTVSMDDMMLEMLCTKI
hcDAF-12 act – activates DAF-12 receptor from parasite H. contortus; HEK293 hcDAF-12 lit1-tk-luc reporter, luminescence; 0% DMSO, 100% Δ7-dafachronic acid; activation, % at 6.8 µM; 370,000 compounds, 1.4% hits; AID 652067;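 active = activation above the mean of all tested compounds plus 3 SD, cut at about 5.5% in these data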;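 also: 100% = response to 3 µM Δ7-dafachronic acid high control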
Starred values were filed as active, the others as inactive; x = no result given; & = joins results of further samples.

SMILES	SMARCA2 activ	DAX1 inh-1	Rev-erbA mod	GAA850 FXN act	PLC-beta3 inh	ssDAF-12 act	sPLA2-III inh	PG9 binder	hgDAF-12 ag	DAX1 inh-2	hcDAF-12 act
Cc1ncoc1C(=O)N1CCc2c([nH]c3ccccc23)C1C(C)(C)C (stereo unspecified)	-4	2.6	8	3.6	-12	1.0*	-7	-1.3	-0.1	1.0	5.6*
O=C(OCc1cccc([N+](=O)[O-])c1)c1cnccn1	1	-0.3	3	1.7	0	-0.6	3	-2.1	1.2	1.3	-0.6
O=C(NCc1ccc(Cl)cc1)C1CCCN(S(=O)(=O)c2cnc[nH]2)C1 (stereo unspecified)	2	-1.1	0	-0.2	2	-1.0	-8	-0.3	-1.2	0.4	-0.3
C[C@@H]([C@@H](O)c1ccccc1)N(C)C(=O)C(N)Cc1ccccc1 (stereo partly specified)	0	0.7	3	-1.0	0	-0.9	5	-0.9	1.5	1.4	-2.1
CC(=O)N1CCN(Cc2nc3cc(NC(=O)c4ccccc4Cl)ccc3n2C)CC1	0	-0.7	-6	0.5	-7	-2.7	5	-1.1	-0.1	-0.6	0.0
O=C(CCNC(=O)c1ccc([N+](=O)[O-])cc1)Nc1cc(Cl)ccc1N1CCOCC1	-1	1.1	0	1.2	-5	-0.8	14	2.0	0.1	-1.1	-2.0
Cc1noc(C)c1S(=O)(=O)N(C)C[C@H]1Oc2c(NC(=O)NC(C)C)cccc2C(=O)N([C@H](C)CO)C[C@@H]1C	1	0.1	2	-1.1	2	-1.4	-11	1.2	-1.9	0.9	-1.6
C=CCn1c(CNS(=O)(=O)c2ccc(Cl)cc2)n[nH]c1=S	8	-1.9	0	2.5	-6	-1.1	13	-0.8	-0.9	-0.2	0.1
CCNC(=S)N1CCN(S(=O)(=O)c2ccc(Cl)s2)CC1	-1	-0.1	4	-1.5	3	-1.2	0	-1.0	1.1	0.8	0.7
CC(C)(C)OC(=O)C[C@@H]1C/C=C\C[C@@H](CC(=O)N(CCO)Cc2ccccc2)C(=O)NC[C@@H](c2ccccc2)OC1=O	0	-0.1	-1	-0.5	2	-0.9	-5	-1.8	0.3	-1.4	-2.0
CCN(CCO)Cc1csc2ccccc12	-1	-0.4	3	0.2	2	-0.2	-3	-1.2	0.7	0.1	0.5
O=C(O)Cc1csc(-c2cccc(Oc3ccccc3)c2)n1	0&0	0.3&0.2	-3&2	0.3&-0.6	-14&-11	-1.7&-1.3	0&-3	1.3&-2.1	2.4&3.0	2.1&0.7	-2.4&-1.2
CCOc1cc(N2CCOCC2)c(OCC)cc1NC(=O)c1nn(CC)c(=O)c2ccccc12	1	0.1	-4	-1.8	1	-1.8	3	-1.9	0.3	0.4	-1.4
c1ccc(CN2CCN(c3nc(NCc4ccco4)c4ccccc4n3)CC2)cc1	0	-1.6	-1	1.2	-19	-1.5	-15	0.7	-2.9	0.2	-1.9
COc1cccc(CN2CCC(C(=O)NC(C)c3cccc4ccccc34)CC2)c1 (stereo unspecified)	-8	-0.8	-3	-0.7	2	-1.0	-4	0.5	-2.4	x	-1.7
COc1ccc(NC(=O)NCCCCc2ccccc2)cc1	-2	-0.4	5	1.6	-8	-0.8	-3	1.1	-0.3	0.6	-0.8
O=C(CSc1nc2ccc(NC(=O)c3ccccc3C(=O)O)cc2s1)Nc1c(Cl)cccc1Cl	-3	-0.2	10	0.5	-24	-1.2	1	-0.8	-1.7	0.4	-1.1
Cc1cc(C)c(C#N)c(SCC(=O)c2ccccc2)n1	-1	-1.4	3	0.6	-12	-1.4	-33	-1.2	-3.6	-1.1	-1.1
N#CCSc1nnc(-c2ccccc2O)n1CCc1ccccc1	-3	-0.2	5	-2.3	4	-0.8	-25	-1.3	-1.3	-1.5	0.3
COc1ccccc1C(=O)NC(CCSC)C(=O)NNC(=O)c1ccccc1O (stereo unspecified)	3	0.6	2	1.2	-26	-0.3	7	-0.5	0.9	0.1	4.4
CN1C(=O)/C(=C/c2ccc(OCc3ccccc3F)cc2)N(C)C1=S	-2	0.3	2	0.5	-3	-1.2	5	-1.4	-0.9	-0.2	0.6
COc1ccc(CN=Nc2cc(C)nc(NS(=O)(=O)c3ccccc3Cl)n2)cc1	-3	2.3	-22	x	-11	-2.0	-4	2.3	-1.6	x	-0.5
CC1(C)CC(=O)C2=C(C1)OC(c1cccs1)C(C#N)=C2N (stereo unspecified)	0	-0.5	5	2.8	-3	-1.6	8	1.0	0.5	-1.0	-1.1
O=C(O)C1CC(O)CN1C(=S)Nc1ccccc1 (stereo unspecified)	-1	0.0	1	1.8	0	-1.1	-27	-0.5	3.5	1.1	-1.4
Cc1ccc2cc(CN(CC3CCCO3)C(=O)NC3CCCCC3)c(=O)[nH]c2c1C (stereo unspecified)	2	-0.6	-3	-0.9	3	-0.8	-7	-1.8	-3.7	-1.0	1.0
c1ccc2c(c1)C(=NC1CCCCC1)NC2=NC1CCCCC1	0	-1.0	3	1.7	-20	-1.6	-4	2.0	-1.1	0.2	-1.8
COc1nc(NCCO)nc(Nc2cc(Cl)ccc2OC)n1	-2	-1.2	-3	1.8	0	-0.9	-3	0.8	3.4	-0.2	-1.6
Clc1ccc(Cl)c2sc(N3CCCC3)nc12	-2	0.4	x	1.1	1	-1.1	6	3.2	2.7	-0.1	-1.6
C[C@@H]1CCCCO[C@@H](CN(C)S(=O)(=O)c2cn(C)cn2)[C@@H](C)CN([C@H](C)CO)C(=O)c2cc(N(C)C)ccc2O1	4	-0.2	3	-0.6	-29	-1.2	-1	0.2	-0.3	0.2	0.1
CCOC(=O)C1(CCc2ccccc2)CCN(Cc2cnc(N(C)C)s2)CC1	-2	-1.3	-3	3.1	-2	-1.4	-6	0.1	-3.4	-0.8	-1.1
CCCCOCCCN1CC(=O)N2C(C)c3[nH]c4ccccc4c3C[C@H]2C1=O (stereo partly specified)	-1	-0.3	-6	-0.5	-10	-1.2	-43	0.9	-3.6	0.8	-1.3
CCCn1c(C)cc(/C=C(\C#N)C(=O)OCC(=O)NC(=O)NCC)c1C	0	-0.3	-5	2.5	-13	-1.4	4	-1.3	0.8	-0.4	-1.7
CCC(=O)NC(c1cccs1)c1cc([N+](=O)[O-])c2cccnc2c1O (stereo unspecified)	-1	-0.8	5	-0.7	3	-0.4	19	0.5	-1.6	-1.2	3.0
C[C@H]1CN([C@@H](C)CO)C(=O)c2cc(Br)cnc2O[C@H]1CN(C)Cc1ccccc1C(=O)O	-2	1.4	1	1.2	3	-1.5	1	0.8	0.9	1.0	1.3
Cc1cc(Br)c2nc(-c3ccc(F)cc3)c(Cc3cccc(Cl)c3)n2c1	-4	0.0	29*	x	-5	1.3*	-4	5.7	2.0	x	2.8
Cc1cccc(C(=O)NCCc2csc(C)n2)c1	2	1.3	13	0.5	6	-1.1	-1	0.2	-0.8	0.6	0.2
CCOc1ccccc1/C=N/NC(=O)c1cccc(S(=O)(=O)N2CCOCC2)c1	2	-0.4	4	-0.1	-5	-0.8	0	-0.1	0.2	-1.0	2.5
COC(=O)c1c(C(=O)OC)c(-c2ccc(F)cc2)n2c1CS(=O)C2 (stereo unspecified)	0	-0.2	9	4.5	-5	-1.1	8	0.8	-0.7	1.4	2.8
CCOC(=O)c1cc(-c2csc(Nc3ccccc3Cl)n2)on1	1	0.6	-1	-0.1	-12	1.5*	-8	-1.5	0.5	3.9	3.2
COC(=O)c1ccc2c(c1)NC(=O)C(N1CCCCC1)S2 (stereo unspecified)	-3	-0.3	1	0.5	-3	-1.3	2	-1.9	-2.1	1.9	-1.3
CCOc1ccc(CN(C)CC(=O)Nc2cccc(S(=O)(=O)N(C)c3ccccc3)c2)cc1	6	-0.5	4	1.6	-2	-1.2	-11	0.9	4.4	-0.2	-3.5
CC(C)(C)c1cc(CNC2CS(=O)(=O)C[C@@H]2O)cc(C(C)(C)C)c1O (stereo partly specified)	-1	0.0	2	0.2	0	-0.7	-3	-0.8	-1.3	0.2	0.0
CC(=O)OC1CCC2C3CCc4cc(O)ccc4C3CCC12C (stereo unspecified)	-1	-0.5	1&4	2.2	4	-1.0	-8	-0.1	-2.0	-0.9	-2.1
O=C(c1ccccc1)c1ccc2c(c1)OCCOCCOCCO2	-4	0.1	5	-2.3	-7	-0.8	3	0.5	-1.8	2.1	-0.3
C/C(=N/NC(=O)c1sc(NS(=O)(=O)c2ccc(C)cc2)nc1C)c1sc(N)nc1C	0	-0.1	1	0.9	-20	-1.0	-11	0.2	-2.4	-0.7	-1.5
Cc1cc(C)c2c(=O)n(-c3ccccc3)[nH]c2n1	3	1.0	10	-0.2	-9	-0.3	5	-0.8	10	0.4	1.9
O=C(O)c1ccccc1C(=O)O	-2	-0.4	-4	-0.8	2	-1.3	-2	-1.3	-0.2	0.4	0.9
CC1CCc2cc(F)ccc2N1C(=O)CN1C(=O)c2ccccc2C1=O (stereo unspecified)	0	-0.4	1	-1.8	0	-0.8	2	-1.1	-1.7	0.3	0.6
NC(=O)NS(=O)(=O)Oc1ccccc1	-1	-0.1	-4	-0.2	1	-0.8	8	-0.6	-1.1	0.2	-0.7
O=C(NCc1ccncc1)[C@@H]1CCCN1C(=O)[C@H]1CCCN1C(=O)c1cccs1	4	-0.1	-4	x	1	-1.1	2	-0.4	-0.8	x	-1.2
O=C(CSc1ccc(Cl)cc1)NC1CCCC1	1	0.2	2	1.2	3	-0.8	7	0.5	7.2	1.4	0.1
O=C(Nc1cc(C(F)(F)F)ccc1N1CCOCC1)c1cccs1	-1	-0.5	4	2.4	4	-1.1	3	0.3	0.8	4.6*	-0.7
Oc1ccc(N2CCN(CC(O)c3ccccc3)CC2)cc1 (stereo unspecified)	-1	-0.2	-5	0.9	-11	0.2	-1	-0.5	0.9	-1.1	5.1

Compounds shown so far containing a cyano group (4):
SMILES	SMARCA2 activ	DAX1 inh-1	Rev-erbA mod	GAA850 FXN act	PLC-beta3 inh	ssDAF-12 act	sPLA2-III inh	PG9 binder	hgDAF-12 ag	DAX1 inh-2	hcDAF-12 act
Cc1cc(C)c(C#N)c(SCC(=O)c2ccccc2)n1	-1	-1.4	3	0.6	-12	-1.4	-33	-1.2	-3.6	-1.1	-1.1
N#CCSc1nnc(-c2ccccc2O)n1CCc1ccccc1	-3	-0.2	5	-2.3	4	-0.8	-25	-1.3	-1.3	-1.5	0.3
CC1(C)CC(=O)C2=C(C1)OC(c1cccs1)C(C#N)=C2N (stereo unspecified)	0	-0.5	5	2.8	-3	-1.6	8	1.0	0.5	-1.0	-1.1
CCCn1c(C)cc(/C=C(\C#N)C(=O)OCC(=O)NC(=O)NCC)c1C	0	-0.3	-5	2.5	-13	-1.4	4	-1.3	0.8	-0.4	-1.7

Outcome played no part in choosing rows, and some 7% of all compounds hit somewhere here.
